Screening results deposited in PubChem by several laboratories.
SV40 large T antigen: TAg ATPase/helicase activity blockers – biochemical (AID 1903) | SV40 large T antigen ATPase/helicase inhibition assay; higher % means a stronger effect | inhibition, % at 20 µM, or IC50 in µM where a hit was titrated | hit rate 0.39% among 310,000; in the data active = a potency from the dose series; note: strong numbers were not always called active
GPR55 antagonists: inhibition of LPI-stimulated GPR55 beta-arrestin translocation – imaging, U2OS, beta-arrestin-GFP, LPI agonist, primary screen (AID 2013). U2OS GPR55 beta-arrestin-GFP translocation imaging, LPI antagonism; higher % means a stronger effect. one-dose inhibition, % at 10 µM; IC50 in µM for titrated hits. hit rate 0.13% among 290,000;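 active = spots per cell inhibited over 60%, with over 100 cells counted and total cytoplasm intensity under 500,000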;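 note: U2OS cells stably carrying GPR55 and arrestin-GFP stimulated by 5 µM LPI near EC80; imaged beta-arrestin-GFP aggregate spots per cell after agonist stimulation; plate controls were LPI-stimulated DMSO wells for no effect and DMSO wells without LPI for full effect; some results filed as inactive read as strong as hits; confirmed hits need IC50 under 10 µM and bright autofluorescent wells are also inconclusive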
GPR35 arrestin U2OS: inhibition of zaprinast-stimulated GPR35 beta-arrestin translocation – imaging, U2OS, beta-arrestin-GFP, zaprinast agonist, primary screen (AID 2058). U2OS GPR35 beta-arrestin-GFP translocation imaging, zaprinast antagonism; higher % means a stronger effect. hit rate 0.052% among 290,000. inhibition, % at 10 µM, or IC50 in µM where a hit was titrated;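 active = inhibition of at least 50% with at least 30 cells and total cytoplasm GFP at most 10,000,000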
MgcRacGAP inhibition: MgcRacGAP GTPase-activating activity inhibitors, confirmation, biochemical, ADP Hunter fluorescence. MgcRacGAP-stimulated Rac1 GTP hydrolysis, ADP Hunter fluorescence; higher % means a stronger effect; GST-tagged Rac1 F28L mutant substrate. inhibition, % at 30 µM, or IC50 in µM where a hit was titrated. hit rate 0.6% among 340,000;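 active = first-screen hits whose inhibition reached a set limit at any dose in the follow-up dose series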;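 note: fluorescence reports GDP produced by GAP-driven GTP hydrolysis; strong numbers were not always called active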
T cell HTS: modulates CD8 T cell binding to vesicles; 2C CD8+ T cell-vesicle binding, flow cytometry; hits give low values; calls only at 7 µM; AID 2052; hit rate 0.068% among 330,000;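 active = response, share of CD8 T cells binding vesicles, and their 90th percentile fluorescence all below set limits, cut at about 80% in these data, passing the limit was not always enough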
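Incubation: binding step 1.5 h, 37 °C, antibody labelling 20 min, ice; system: murine 2C transgenic CD8+ T lymphocytes; technique: cytometric PE anti-B7-1 and Alexa647 anti-CD8 signals after 1% paraformaldehyde fixation; also added: QL9-charged Drosophila Ld/ICAM-1/B7-1 vesicles; control set: naked versus QL9-loaded vesicles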
Hep lipid drop: hepatic lipid droplet formation modulation; AML12 mouse hepatocytes, oleate lipid droplets, BODIPY imaging; inhibition, % at 6.5 µM; hit rate 0.4% among 240,000;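 active = lipid droplet intensity inhibited by at least 50%, with more than 500 cells counted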
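Material – mouse AML12 hepatocyte cell line, fixed after treatment · Compound dosing – one dose, 6.5 µM compound · Times – compound with oleate, overnight · Measured by – Image-based BODIPY and DAPI two-channel analysis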
LYP phosphatase: PTPN22 lymphoid phosphatase activity blockers – biochemical, fluorescence intensity, uHTS (AID 1779). recombinant LYP phosphatase, fluorescence intensity; higher % means a stronger effect. inhibition, % at 11.5 µM; hits with a dose series show IC50 in µM. hit rate 0.054% among 290,000; in the data active = inhibition above about 50%;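 note: plate controls were vehicle with enzyme for no effect and no enzyme for full effect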
GPR55 beta-arrestin: selective activators of receptor GPR55 – imaging, U2OS cells, beta-arrestin-GFP redistribution, primary screen (AID 1961); hit rate 0.048% among 290,000; U2OS GPR55 beta-arrestin-GFP redistribution imaging; higher % means a stronger effect; activation, % at 10 µM; hits with a dose series show EC50 in µM;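 active = activation above 40% with more than 50 cells counted in the well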;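 note: U2OS osteosarcoma cells stably expressing GPR55 and beta-arrestin-GFP; plate controls were DMSO negative control for no effect and LPI positive control for full effect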
NTR1 agonist: NTR1-driven beta-arrestin-GFP spot formation – imaging, U2OS cells, high content, primary screen (AID 493036); agonist mode; activation, % at 20 µM; hit rate 0.17% among 330,000;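 active = activation at or above 40% of the spot to cytoplasm intensity ratio, with at least 20 cells analyzed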;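 note: 0% = DMSO without peptide and 100% = 100 nM NTR1 peptide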
Target sequence (P30989 whole entry, looked up): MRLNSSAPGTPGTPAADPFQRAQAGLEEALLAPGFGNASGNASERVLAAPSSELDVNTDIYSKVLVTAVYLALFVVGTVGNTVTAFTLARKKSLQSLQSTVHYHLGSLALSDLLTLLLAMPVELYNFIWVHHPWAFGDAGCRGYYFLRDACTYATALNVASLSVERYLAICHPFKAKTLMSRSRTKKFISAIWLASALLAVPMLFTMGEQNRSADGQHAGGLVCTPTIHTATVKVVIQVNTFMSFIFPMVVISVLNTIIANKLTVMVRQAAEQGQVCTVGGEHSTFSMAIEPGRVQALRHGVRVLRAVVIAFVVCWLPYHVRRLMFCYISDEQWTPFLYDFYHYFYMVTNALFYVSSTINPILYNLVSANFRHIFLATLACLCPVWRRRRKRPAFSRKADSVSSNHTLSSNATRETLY
Hep lipid drop cells 6.5 µM: further read-out of Hep lipid drop, marked with its call; cell count; measured here: cell count, cytotoxicity flag;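 cells counted across two imaged fields per well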
T cell HTS vesicle-bound %: further read-out of T cell HTS, marked with its call; double positive events, %; measured here: CD8+ vesicle-bound cell fraction;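 binding gate set so that unloaded-vesicle control wells show 10% double positive cells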
NTR1 agonist cell count 20 µM: further read-out of NTR1 agonist, marked with its call; cell count; measured here: cell count, cytotoxicity flag
The depositor's hits bear a star; i = inactive; · = not tested or not shown.

Screens in order – SV40 large T antigen, GPR55 antagonists, GPR35 arrestin U2OS, MgcRacGAP inhibition, T cell HTS, T cell HTS vesicle-bound %, Hep lipid drop, Hep lipid drop cells 6.5 µM, LYP phosphatase, GPR55 beta-arrestin, NTR1 agonist, NTR1 agonist cell count 20 µM
Cc1cc(NS(=O)(=O)c2ccc(NC(=O)/C=C/c3cccc(Cl)c3)cc2)no1
→ 5%, -3%, -3%, 11%, i, 69, 3, 700, -4%, 0.4%, -0.9, 69
O=C(O)c1ccccc1C(=O)Nc1ccccn1
→ 0%, 5%, 9%, 4%, i, 54, 22, 688, -2%, -0.1%, -0.6, 68
O=C(O)c1cccc(CSc2nc(-c3ccc(Cl)cc3)cc(C(F)(F)F)n2)c1
→ 0%, -10%, -4%, 12%, i, 5, ·, ·, -4%, 0.3%, 2.3, 63
Cc1ccccc1CN1CCNC1=O
→ 9%, 2%, -17%, 10%, i, 51, 0, 789, -2%, -0.1%, -1.5, 69
CCC(C(=O)Nc1cccc(C(=O)O)c1C)c1ccccc1 (stereo not given)
→ -7%, -9%, -8%, -3%, i, 35, 9, 699, -4%, -0.2%, 0.2, 32
COc1ccc(CCNC(=O)c2cc(-c3ccc4c(c3)OCO4)on2)cc1OC
→ 71%, 14%, 6%, -1%, i, 61, ·, ·, 0%, -0.1%, -1.1, 88
COC(=O)C(C)Sc1nc2c(cnn2-c2ccc(C)cc2)c(=O)[nH]1 (stereo not given)
→ 11%, -7%, -8%, 7%, i, 33, ·, ·, -4%, -0.2%, 1.2, 53
CCn1c(=O)cc(OCC(=O)NCCc2ccc(OC)c(OC)c2)c2ccccc21
→ 13%, -7%, -11%, 2%, i, 57, -3, 708, -2%, 0.0%, 0.0, 85
CC(C)c1nc(SCC(=O)N2CCCC2)c2ccccc2n1
→ 1%, 13%, 28%, 4%, i, 22, ·, ·, 1%, -0.2%, -0.5, 85
COc1ccc(OC)c(NC(=O)c2ccc(N3C(=O)C4CC=C(C)CC4C3=O)cc2)c1 (stereo not given)
→ 8%, -3%, 21%, 0%, i, 8, -9, 782, 3%, 0.0%, 0.3, 90
COc1ccc(NS(=O)(=O)c2ccc(NC(=O)Cc3cccs3)cc2)cc1
→ 12%, 15%, 0%, 4%, i, 59, -10, 654, -1%, -0.3%, -1.4, 71
Cc1nnc2sc(SCC(=O)N3CCCCC3)nn2c1=O
→ 18%, 14%, -11%, 6%, i, 8, -16, 861, -1%, -0.2%, 0.2, 68
COc1cc(O)ccc1C=O
→ 7%, -8%, -5%, 9%, i, 7, 18, 731, -7%, 0.2%, 1.5, 59
Nc1cc(S(=O)(=O)Nc2ccccc2Cl)ccc1N1CCOCC1
→ 23%, 6%, 11%, 10%, i, 54, -2, 695, -4%, 0.6%, 2.0, 58
Cc1cccc(OCc2nnc(SCc3cc(=O)[nH]c4ccccc34)n2-c2ccccc2)c1
→ 6%, 4%, 12%, -4%, i, 19, -10, 623, 7%, 0.4%, 3.8, 68
COc1ccc(-c2cc(C(F)(F)F)nc(N3CCN(Cc4ccccc4)CC3)n2)cc1OC
→ 20%, 15%, 4%, -3%, i, 11, ·, ·, -1%, -0.1%, 3.2, 72
Cc1nn(C(=O)N(C)C)c(C)c1CN1C(=O)c2ccccc2C1=O
→ 15%, -13%, 10%, -8%, i, 59, -2, 802, -7%, 0.3%, -0.9, 62
CCCNC(=O)COC(=O)c1n[nH]c2ccccc12
→ 8%, -1%, -2%, 5%, i, 39, 5, 666, -9%, -0.4%, -0.8, 63
CCOc1ccc(-n2ccnc(SCC(=O)Nc3ccc(CC)cc3)c2=O)cc1
→ 25%, ·, ·, 9%, i, 54, ·, ·, ·, ·, 1.6, 63
CCCCN(CC)CCNC(=O)CN1C(=O)COc2ccc(S(=O)(=O)N3CCCC3)cc21
→ 16%, -28%, -5%, 9%, i, 18, -34, 670, -3%, -0.3%, 2.9, 44
O=C(CNC(=O)c1ccncc1)Nc1ccc(F)c(F)c1
→ 22%, 18%, 7%, 2%, i, 13, 0, 773, -6%, 0.3%, -1.0, 63
CCC1CCc2[nH]nc(C(=O)O)c2C1 (stereo not given)
→ -8%, 6%, 6%, 3%, ·, ·, 2, 790, -6%, 0.0%, 0.6, 65
CCOC(=O)N1CCN(c2ncnc3c2cnn3-c2ccc(OC)cc2)CC1
→ ·, -6%, 2%, 7%, ·, ·, -3, 714, -5%, -0.3%, ·, ·
NC(=O)c1ccc(/C=N/O)[n+](Cc2ccccc2)c1
→ 6%, 9%, -8%, 0%, i, 30, -7, 793, -8%, -0.2%, 0.2, 51
Cc1cc(/C=C(\C#N)C(=O)NCc2cccs2)c(C)n1-c1ccccc1F
→ 0%, 16%, 18%, 8%, i, 33, ·, ·, 3%, 0.1%, -2.4, 54
CN1CCN(c2ccc(S(=O)(=O)N3CCCCC3)cc2NC(=O)COc2cccc(Cl)c2)CC1
→ 22%, ·, ·, 5%, i, 50, ·, ·, ·, ·, 6.4, 53
OC[C@H]1NC[C@@H](O)[C@@H]1O
→ 25%, ·, ·, 5%, i, 29, ·, ·, ·, ·, -2.1, 55
COc1cc(OC)cc(C(=O)NNC(=S)NCc2ccco2)c1
→ 8%, 2%, -8%, 12%, i, 13, -5, 750, -2%, 0.2%, -0.9, 45
CSCCC1NC(=S)N(Cc2ccccc2)C1=O (stereo not given)
→ 24%, 3%, 5%, -3%, i, 50, -12, 810, -7%, 1.5%, 1.3, 99
COCCNC(=O)C(=O)Nc1ccc(Cl)cc1C
→ 51%, 10%, 3%, 4%, i, 37, -5, 739, -6%, 0.1%, -0.4, 53
CCNc1nc(OC)nc(N(OC)S(=O)(=O)c2ccc(C)cc2)n1
→ 2%, 6%, 1%, 6%, i, 34, -23, 408, -4%, 0.2%, -1.4, 73
Cc1cc(OCC(O)CN(CCO)CCO)ccc1Cl (stereo not given)
→ 11%, -7%, -4%, 9%, i, 38, ·, ·, -2%, 0.0%, 0.5, 51
CC(C)C(C(=O)Nc1ccc2c(c1)OCCOCCOCCOCCO2)N1C(=O)c2ccccc2C1=O (stereo not given)
→ 7%, 6%, -4%, 12%, i, 57, 6, 712, -3%, 0.2%, -1.2, 91
O=C(NCc1ccccc1Cl)c1ccc2c(=O)n(CCCN3CCCC3=O)c(=S)[nH]c2c1
→ 5%, -4%, -8%, 1%, i, 32, ·, ·, 5%, -2.3%, -3.3, 99
Cc1cccn2c(Nc3ccccc3)c(-c3ccccn3)nc12
→ 28%, 6%, -25%, 24%, i, 36, 0, 716, -6%, 0.2%, 2.1, 59
CC(C)C(=O)OCCN=C1NS(=O)(=O)c2ccccc21
→ 5%, -4%, -8%, 1%, i, 19, 4, 732, -7%, -0.1%, -0.4, 82
O=C(N/N=C/C=C\c1cccc([N+](=O)[O-])c1)c1ccccn1
→ -3%, 6%, -2%, 4%, i, 46, 21, 690, 1%, 0.5%, 0.8, 89
Cc1ccc(C2(C)NC(=O)N(CC(=O)NC(=O)NC3CCCC3)C2=O)cc1 (stereo not given)
→ ·, -1%, 7%, ·, ·, ·, 2, 758, -4%, -0.1%, ·, ·
CC(=O)CC(C)=NCCN=C(C)CC(C)=O
→ -2%, 20%, 6%, 1%, i, 15, ·, ·, -2%, -0.2%, -0.3, 63
Cc1cc2c(sc3ccccc32)c(C)n1
→ 11%, -2%, 2%, 9%, i, 18, -5, 709, -7%, -0.1%, 0.7, 43
CN(C[C@H](Cc1ccccc1)N(C[C@@H](CC1CCCCC1)N(CCc1ccccc1)N=O)N=O)N=O
→ -4%, -8%, -8%, 11%, ·, ·, -10, 693, 3%, -0.2%, 4.6, 106
COc1nc(C)c2cc(C)oc2n1
→ 10%, 6%, 0%, 11%, i, 50, -22, 615, 0%, 0.0%, 0.4, 85
O=C1c2ccccc2-c2cccnc21
→ 8%, 13%, -8%, 7%, i, 61, ·, ·, -4%, 0.0%, 0.4, 79
O=S(=O)(c1ccc(F)cc1)N1CCCC(CO)C1 (stereo not given)
→ 11%, -5%, 9%, -13%, i, 19, ·, ·, -5%, 0.2%, 2.8, 32
CC1CCCC(C)N1CCCNC(=O)CN1C(=O)COc2ccc(S(=O)(=O)N3CCOCC3)cc21 (stereo not given)
→ 8%, -5%, -2%, 5%, i, 16, -17, 770, -10%, -0.2%, 1.0, 65
COc1cccc(C2NC(=O)CCC2[N+](=O)[O-])c1OC (stereo not given)
→ -1%, 1%, 1%, 8%, i, 18, 8, 809, -15%, 1.3%, -0.3, 84
Cc1ccc(CN(C(=O)c2cc(=O)c3cc(Cl)c(C)cc3o2)C2CCS(=O)(=O)C2)cc1 (stereo not given)
→ 2%, 9%, 3%, 12%, i, 26, ·, ·, -7%, -0.1%, 12, 67
CC(C)CNc1oc(-c2ccc(F)cc2)nc1C#N
→ 6%, 5%, 4%, 8%, i, 41, -9, 679, -6%, -0.3%, -2.7, 44
Clc1ccc(-n2nnnc2-c2ccno2)cc1
→ 5%, 9%, -12%, ·, i, 44, -4, 701, -4%, 0.3%, 0.8, 70
CN(CCOc1ccc(-c2ccn(S(=O)(=O)c3c(Cl)cccc3Cl)n2)cc1)c1ccccn1
→ 3%, 14%, -8%, 3%, i, 2, ·, ·, 1%, -0.2%, -1.9, 95
Cc1cc2c(c(=O)n1Cc1ccccn1)C(C(C)C)C(C#N)=C(N)O2 (stereo not given)
→ -5%, 1%, -6%, 4%, i, 6, ·, ·, -8%, -0.2%, -1.5, 98
O=[N+]([O-])c1ccc(O)c(C=Nc2ccc3c(c2)OCO3)c1
→ 16%, -5%, -2%, 14%, i, 36, 19, 677, 8%, 0.5%, 0.6, 73
COc1ccc(S(=O)(=O)Nc2nc3ccccc3nc2Nc2ccc3c(c2)OCO3)cc1
→ 14%, -5%, -8%, ·, i, 6, -6, 556, -1%, 0.8%, 0.7, 70
Cc1ccc(C)c(C(=O)CN2C(=O)CCC2=O)c1
→ 9%, 8%, 2%, 7%, i, 31, ·, ·, -3%, 0.1%, 0.4, 52
COc1ccc(CNC(=O)c2cccc(NC(=O)c3ccccc3)c2)cc1
→ 4%, 20%, -3%, 7%, i, 51, 5, 733, -3%, -0.1%, -0.1, 73
CCOC(=O)CSc1nc(Nc2ccc3c(c2)OCO3)c2ccccc2n1
→ 12%, 13%, 8%, 8%, ·, ·, ·, ·, 2%, -0.1%, 7.6, 75
